TAG inh: inhibitors of triacylglycerol accumulation. H9c2 cells, Nile Red lipid (TAG) fluorescence; cells loaded with 200 µM oleic acid. inhibition, % at 12.5 µM. hit rate 0.66% among 230,000;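 active = pattern-corrected inhibition of lipid staining of at least 50% with the nuclear-stain viability signal not falling by more than 50%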;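 note: 0% = DMSO wells and 100% = triacsin C control wells; some results filed as inactive read as strong as hits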
TAG inh DAPI viability: further read-out of TAG inh, marked with its call; DAPI nuclei signal change (viability), lower = more cytotoxic, %;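 whole-well DAPI fluorescence read on a plate reader as a viability signal; minus 50 percent equals half of cells still viable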
Active calls of the source: *; i = inactive; & = joins results of further samples.

The first three records (preview)
SMILES | TAG inh | TAG inh DAPI viability
CC(O)CNCCCOc1cccc(C(F)(F)F)c1 (stereo not given) | 21 | -15
Cn1nc(C2CC2)cc1NC(=O)C1(C)CCN1C(=O)Cc1ccc(-c2ccccc2)cc1 (stereo not given) | -7 | -5
COc1ccc(NC(=O)CSc2ncnc3c2nnn3-c2ccc(F)cc2)c(OC)c1 | 1 | -9

The list itself (from the top)
SMILES | TAG inh | TAG inh DAPI viability
CC(O)CNCCCOc1cccc(C(F)(F)F)c1 (stereo not given) | 21 | -15
Cn1nc(C2CC2)cc1NC(=O)C1(C)CCN1C(=O)Cc1ccc(-c2ccccc2)cc1 (stereo not given) | -7 | -5
COc1ccc(NC(=O)CSc2ncnc3c2nnn3-c2ccc(F)cc2)c(OC)c1 | 1 | -9
C[C@H](CO)N1C[C@H](C)[C@@H](CN(C)S(=O)(=O)c2ccccc2)Oc2c(NC(=O)Nc3ccccc3)cccc2C1=O | 10 | 1
COC(=O)c1ccc2c(C)c(C(C)(C)O)[nH]c2c1 | -4 | 5
CCOC(=O)N1CCN(C(=O)c2cccc(S(=O)(=O)Nc3ccc(OC)cc3)c2)CC1 | -2 | -1
COc1cc(NC(=O)c2ccc3c(=O)n(Cc4ccco4)c(=S)[nH]c3c2)cc(OC)c1OC | -4 | -2
CC1CC(C)CN(S(=O)(=O)c2ccc(C(=O)NCc3ccco3)cc2)C1 (stereo not given) | -16 | 10
O=C(Cc1cccs1)N(c1ccc(Br)cc1)C1C=CS(=O)(=O)C1 (stereo not given) | -9 | -9
CCSc1nc(-c2ccco2)ccc1C#N | -23 | 4
O=C(/C(=N/N=C/c1ccc(O)c(O)c1)c1ccccc1)c1ccccc1 | 3 | -1
O=C(N/N=C\c1ccccc1)c1sccc1-n1cccc1 | -22 | 3
CC1C/C(=N\NC(=O)c2cccnc2)CC(C)(C)C1 (stereo not given) | 11 | -2
COc1cc(S(C)=O)ccc1-c1nc2ncccc2[nH]1 (stereo not given) | -8 | 5
O=C(CNC(=O)c1ccc(Br)o1)NCc1ccc(Cl)cc1Cl | -12 | 3

Continued; the last three above are carried over.
SMILES | TAG inh | TAG inh DAPI viability
CC1C/C(=N\NC(=O)c2cccnc2)CC(C)(C)C1 (stereo not given) | 11 | -2
COc1cc(S(C)=O)ccc1-c1nc2ncccc2[nH]1 (stereo not given) | -8 | 5
O=C(CNC(=O)c1ccc(Br)o1)NCc1ccc(Cl)cc1Cl | -12 | 3
COc1ccc(CN2C[C@H]3CCCN3c3cc(Br)ccc3S2(=O)=O)cc1 | -5 | -46
Cc1cccc(OCc2nnc(SC(C)C(=O)O)n2Cc2ccccc2)c1 (stereo not given) | 13 | 5
CC(C)(c1ccccc1)c1ccc(OCCCN2CCNCC2)cc1 | -9 | 25
O=C(CCNS(=O)(=O)c1ccc(Br)cc1)NC1CCCCC1 | -9 | -1
CN(CCO)CC(O)CN(c1ccccc1)c1ccccc1 (stereo not given) | -4 | 6
CCCCn1c(SCC(=O)c2ccc(OCC)cc2)nc2cc(S(N)(=O)=O)ccc21 | 24 | -2
COc1ccc(Br)c(C(=O)Nc2ccc(F)cc2)c1 | -8 | 1
COc1ccc(-c2cc3nc(-c4ccccc4)cc(N4CCCC(O)C4)n3n2)cc1 (stereo not given) | 13 | i
Cc1ccc(C)c(NC(=O)C2CCCC2)c1 | -6 | -9
CC(C)CCNC(=O)C(CC(C)C)N(Cc1ccc2c(c1)OCO2)C(=O)c1snc(C(N)=O)c1N (stereo not given) | 0 | -1
COC(=O)CN(C)C(=O)c1ccc(OC2CCN(S(=O)(=O)N(C)C)CC2)cc1 | 1 | -1
Cc1cc(C)c2nc(N3CCCC(C(=O)N4CCN(c5ncccn5)CC4)C3)sc2c1 (stereo not given) | 15 | -9
CCOC(=O)CNC(=O)c1ccccc1 | -4 | 6
CCOC(=O)[C@@H]1[C@H]2COc3cc(OC)ccc3[C@@H]2N2C(=O)N(c3ccc(C)cc3)C(=O)[C@@]12C | 43 | -39
CC(C)(C)C1CCc2sc(-c3nnc(CCl)o3)cc2C1 (stereo not given) | 24 | 20
O=C(CCN1CCN(c2ccccc2)CC1)Nc1nccs1 | 11 | -5
Cc1ccccc1CC(=O)N1CCCC(CCC(=O)N2CCN(c3ccccn3)CC2)C1 (stereo not given) | -11 | 0
COc1cc(OC)c(C(=O)OCC(=O)c2cc(C)n(CC3CCCO3)c2C)cc1OC (stereo not given) | -7 | -5
O=C(Nc1nncs1)c1cccc(S(=O)(=O)N2CCc3ccccc32)c1 | -6 | 3
CC(=O)NC(CC(=O)OCC(=O)c1c(N)n(CC(C)C)c(=O)n(C)c1=O)c1ccccc1 (stereo not given) | -10 | 6
O=C(CCC(=O)c1ccc(Cl)cc1)OCn1nnc2ccccc2c1=O | 0 | -4
COc1ccc(S(=O)(=O)Nc2ccc(N3CCOCC3)cc2)cc1Br | 18 | 1
Cc1ccccc1OCC(=O)Nc1nnc(S(=O)(=O)N2CCCC2)s1 | -18 | -4
CS(=O)(=O)N1CCC(Oc2ccccc2C(=O)N2CCCCC2CO)CC1 (stereo not given) | 4 | -10
Cc1nn(-c2ccccc2)c2sc(C(=O)N3CCCCC3)cc12 | 12 | -11
COc1ccccc1CN1CCNC(=O)C1CC(=O)N(C)C1CCOCC1 (stereo not given) | -3 | -9
COc1cc(NC(=O)CN2CCCCC2C)c(C)cc1[N+](=O)[O-] (stereo not given) | 6 | -3
O=C(CCNS(=O)(=O)c1cccc2nsnc12)NCc1ccco1 | 0 | 4
Cc1nn(C)c(Cl)c1C(=O)NCC(=O)O | 13 | -1
C=C(C)COc1ccc(-c2n[nH]c(C)c2-c2ccccc2OC)c(O)c1 | 0 | 5

The list goes on, starting with the last five of the part before.
SMILES | TAG inh | TAG inh DAPI viability
COc1ccccc1CN1CCNC(=O)C1CC(=O)N(C)C1CCOCC1 (stereo not given) | -3 | -9
COc1cc(NC(=O)CN2CCCCC2C)c(C)cc1[N+](=O)[O-] (stereo not given) | 6 | -3
O=C(CCNS(=O)(=O)c1cccc2nsnc12)NCc1ccco1 | 0 | 4
Cc1nn(C)c(Cl)c1C(=O)NCC(=O)O | 13 | -1
C=C(C)COc1ccc(-c2n[nH]c(C)c2-c2ccccc2OC)c(O)c1 | 0 | 5
CCOC(=O)N1CCC(Nc2c(NCCN3CCN(c4cccc(Cl)c4)CC3)c(=O)c2=O)CC1 | 0 | 7
COc1ccc(N(CC(=O)N2CCOCC2)S(C)(=O)=O)cc1 | 14 | 4
CCOC(=O)c1c(C)[nH]c(C)c1C(=O)CSc1nc(N)cc(=O)[nH]1 | -23 | 5
O=C(O)c1cc(O)ccc1NC(=O)C1CCCO1 (stereo not given) | 0 | 2
CS/C(=N\S(=O)(=O)c1cccs1)NC(=O)CSc1nc2ccccc2s1 | 7&-9 | 2&-6
CCN(CC)C(=O)c1ccc2nc([C@H]3C[C@H](O)[C@@H](CO)O3)[nH]c2c1 | 2 | -9
Cc1ccc(S(=O)(=O)N(C)C)cc1NC(=O)COC(=O)/C=C/c1cccs1 | 4 | 7
CC1CCCCC1NC(=O)c1cc(S(=O)(=O)N2CCOCC2)ccc1Cl (stereo not given) | 6 | -2
Cn1cccc1/C=C1\CCc2ccccc2C1=O | -14 | 8
CCN(Cc1ccccc1)Cc1nc(CCc2ccccc2)no1 | -11 | 0
CCOc1ccc(C2C3=C(CC(C)(C)CC3=O)N(CCCOC)C3=C2C(=O)CC(C)(C)C3)cc1OC | 2 | 1
CC1=NNC(=O)C1C(c1cccc(O)c1)C(C#N)C#N (stereo not given) | -11 | 4
COc1ccc(S(=O)(=O)N2CCN(C(=O)CCOc3ccccc3)CC2)cc1OC | 11 | 0
CC1=C(C(=O)NCCN2CCOCC2)C2(CCC(C)CC2)OC1=O (stereo not given) | -7 | 1
CC(Oc1ccccc1)C(=O)N1CCN(c2ncccn2)CC1 (stereo not given) | 6 | -10
Cc1ccc(-c2c3c(=O)n(C)c(=O)n(C)c3cn2Cc2cccnc2)cc1 | -8 | -4
O=C(O)c1ccc(/C=N/Nc2ccc(F)cc2F)cc1 | -3 | -3
Nn1c(SCC(=O)NC2CCCCC2)nnc1-c1ccccc1 | -2 | -10
CCCn1c(N)c(C(=O)CSc2nc3ncc(Cl)cc3[nH]2)c(=O)n(C)c1=O | -3 | 7
O=C(c1cc(-c2cccnc2)nc2ccccc12)N1CCCc2ccccc21 | -15 | 0
CCOC(=O)c1nc(-c2ccc(OC)c(OC)c2)no1 | -6 | 6
CC(NS(=O)(=O)c1ccc2c(c1)OCCCO2)C(=O)O (stereo not given) | -13 | 8
CC(NC(=O)C(=O)Nc1nccs1)c1ccccc1 (stereo not given) | 11 | 0
Cc1cc(C(F)(F)F)c2sc(N)nc2n1 | -11 | 25
Cc1cc(C(=O)NC(Cc2ccccc2)C(=O)O)c(C)o1 (stereo not given) | -3 | 0
CCN1C(=O)[C@H]2[C@@H](c3ccc(SC4CCCCC4)cc3)N3CCCC[C@@]3(C(=O)OC)[C@H]2C1=O | -5 | -9
CCCCC(=O)NC(=S)Nc1ccc(NC(=O)C(C)C)c(OC)c1 | -3 | 0
CC1CC(=O)Nc2cc([N+](=O)[O-])ccc2N1 (stereo not given) | 0 | -7
Cc1ccc(Nc2cc(C)nc3nc(C)nn23)cc1 | -1 | 3
CC1(C)C/C(=N\O)C(C(O)c2cccc([N+](=O)[O-])c2)C(C)(C)N1 (stereo not given) | 3 | -1

Five entries from above, as tab-separated lines:
Structure	TAG inh	TAG inh DAPI viability
CCOC(=O)c1nc(-c2ccc(OC)c(OC)c2)no1	-6	6
CC(NS(=O)(=O)c1ccc2c(c1)OCCCO2)C(=O)O (stereo not given)	-13	8
CS(=O)(=O)N1CCC(Oc2ccccc2C(=O)N2CCCCC2CO)CC1 (stereo not given)	4	-10
CCOC(=O)N1CCN(C(=O)c2cccc(S(=O)(=O)Nc3ccc(OC)cc3)c2)CC1	-2	-1
CCOC(=O)N1CCC(Nc2c(NCCN3CCN(c4cccc(Cl)c4)CC3)c(=O)c2=O)CC1	0	7

Next entries:
SMILES | TAG inh | TAG inh DAPI viability
CCCN(C(=O)CSc1nnnn1C)c1c(N)n(Cc2ccccc2)c(=O)[nH]c1=O | -3 | -1
COc1ccc(SC[C@H](C)CN2CC[C@H](NC(=O)OCc3ccccc3)CCC2=O)cc1 | -4 | -6
Cc1ccc(NC(=O)c2ccc(Cl)c(S(=O)(=O)Nc3c(C)n(C)n(-c4ccccc4)c3=O)c2)cc1Cl | 7 | -5
COc1cccc(NC(=O)CCC2CCN(C(=O)c3cncs3)CC2)c1 | -3 | -2
O=C(CCCn1c(=O)[nH]c2cc(Cl)ccc2c1=O)N1CCN(c2ccc([N+](=O)[O-])cc2)CC1 | 39 | -4
CC(NC(=O)c1ccccc1Cl)C1COc2ccccc2O1 (stereo not given) | -27 | 5
Cn1c(O)c(N=NC(=S)Nc2ccccc2F)c2cc(S(=O)(=O)N3CCOCC3)ccc21 | -4 | -2
O=C(NCCOc1nc(N2CCOCC2)nc(N2CCOCC2)n1)Nc1ccccc1 | 54* | -17*
CN(c1ccc(C(=O)Nc2cccnc2)cc1)S(C)(=O)=O | -8 | 5
Cc1cccnc1NC(=S)NC(=O)/C=C/c1ccccc1 | -7 | 12
CCCN(C(=O)c1ccc(S(=O)(=O)N2CCCC2)cc1)C1CCS(=O)(=O)C1 (stereo not given) | 1 | 4
COc1ccccc1NS(=O)(=O)c1ccc(C)c(C(=O)NC2=NCCS2)c1 | 3 | -9
COc1ccc(-c2nc(N/N=C(\C)c3ccc(O)cc3)c3ccccc3n2)cc1 | 55* | -12*
CCC/C(C#CCCN1C(=O)c2ccccc2C1=O)=C1/c2ccccc2C(=O)N1c1ccccc1 | 5 | 9
Cc1ccc(-n2nc(C)c3c(-c4cccs4)c(C#N)c(N)nc32)cc1 | -239 | 30
O=C(NCc1ccccc1)c1cc(C2CCCCN2S(=O)(=O)c2cccc3cccnc23)on1 (stereo not given) | 15 | -9
COc1ccc(N(C(=O)c2ccc(F)cc2)C2=CC3CCC(C2)N3C)cc1 (stereo not given) | -4 | 0
CCN1CCN(c2ccc(NC(=O)c3ccc(Cl)c(S(=O)(=O)N4CCCC4)c3)cc2)CC1 | -6 | 1
O=S1OC(c2ccccc2)c2cc(Cl)ccc21 (stereo not given) | -2 | -4
C[C@@H]1CN([C@@H](C)CO)C(=O)CCCn2cc(nn2)CO[C@H]1CN(C)S(=O)(=O)c1ccccc1C#N | -13 | 0
O=C1C2C3c4ccccc4C(c4ccccc43)[C@@H]2C(=O)N1c1ccccn1 (stereo not given in full) | 13 | -9
COc1ccc(CC(=O)OCC(=O)NC(=O)NC2CCCC2)cc1 | 2 | -6
O=C(COC(=O)c1ccc(S(=O)(=O)N2CCCC2)cc1)Nc1cccc(F)c1 | -11 | -1
Cn1nnnc1SCC(=O)Nc1ccc(Cl)c(S(=O)(=O)N2CCOCC2)c1 | -6 | 6
O=S(=O)(Nc1ccc(-n2cccc2)cc1)c1ccc(Cl)cc1Cl | -29 | 1

Compound activity deposited in PubChem by Sanford-Burnham Center for Chemical Genomics.

These rows are one share of the data. The share of hits here may be higher or lower than overall.
